Screens from PubChem.
EBV LMP1 NFkB – reduces LMP1-driven NF-kappaB luciferase signal; LMP1-induced NF-kappaB luciferase reporter cells, luminescence; inhibition, % at 12.5 µM; 350,000 compounds, 0.69% hits; in the data active means inhibition above about 41%;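 further: 0% = neutral control wells and 100% = reference inhibitor control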
iPSC survival up – increases survival of single human iPS cells | survival enhancement, % at 20 µM | AID 602274 | 360,000 compounds, 0.044% hits | hiPSC single-cell survival, ATPlite luminescence; 100% = ROCK inhibitor wells, 0% = DMSO; in the data active means survival enhancement above about 18%;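 further: cells exposed to compounds for 16 hours before the ATP read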
HIF-2a inh – inhibitors of HIF-2a; inhibition, % at 18.8 µM; 360,000 compounds, 0.72% hits; 786-0 RCC cells HIF-2a reporter, luciferase luminescence, overnight;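 active means inhibition of the luminescence signal of 40% or more relative to plate controls, in a single-dose primary screen at 18.75 µM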
NR2E3 ag-1 – NR2E3 (human) agonism | inhibition of corepressor binding, % at 4.78 µM | Q9Y5X4 | 320,000 compounds, 0.12% hits | GST-NR2E3/biotin-RetCOR TR-FRET, 1536-well | AID 2300;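 active means percent inhibition above the cutoff of mean plus 3 SD of all tested compounds, set per screening campaign, cut at about 20% in these data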;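 further: 0% = DMSO wells and 100% = biotin wells as full block of FRET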
Target sequence (Q9Y5X4 whole entry, looked up): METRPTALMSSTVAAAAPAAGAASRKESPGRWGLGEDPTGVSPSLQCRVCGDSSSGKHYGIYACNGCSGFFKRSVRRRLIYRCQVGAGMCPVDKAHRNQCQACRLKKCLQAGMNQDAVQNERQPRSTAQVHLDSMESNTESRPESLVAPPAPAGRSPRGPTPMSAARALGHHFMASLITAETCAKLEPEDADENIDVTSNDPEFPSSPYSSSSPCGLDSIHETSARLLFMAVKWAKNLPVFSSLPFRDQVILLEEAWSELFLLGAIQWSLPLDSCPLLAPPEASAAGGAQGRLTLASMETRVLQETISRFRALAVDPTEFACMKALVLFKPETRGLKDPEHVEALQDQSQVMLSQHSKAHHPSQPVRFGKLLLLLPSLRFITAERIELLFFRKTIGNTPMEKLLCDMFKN
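Format: 1536-well format; test system: GST-NR2E3 and biotin-RetCOR proteins; read-out basis: percent inhibition of TR-FRET ratio; timing: 5 h incubation at 4 °C; detection: time-resolved FRET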
NR2E3 ag-2 – human photoreceptor-specific nuclear receptor agonism. CHO-S Gal4-NCOR/VP16-NR2E3 two-hybrid, luciferase. AID 602229. inhibition of corepressor binding, % at 3.98 µM. 360,000 compounds, 0.35% hits. Q9Y5X4;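 active means inhibition above the mean of all tested compounds plus 3 SD, cut at about 70% in these data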;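 further: 0% = DMSO with NR2E3 transfected cells and 100% = cells lacking NR2E3 construct; higher means lower luciferase signal from less NR2E3 corepressor binding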
CF NFkB inh – inhibitors of cystic fibrosis induced NF-kB; KKLEB NF-kB-GFP reporter, PAF-induced, GFP fluorescence overnight; 360,000 compounds, 0.86% hits; inhibition, % at 5 µM; AID 588850;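 active means at least 50% inhibition at 5 µM, scaled per plate between neutral and stimulator controls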;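 further: PAF is a Pseudomonas aeruginosa culture filtrate used as stimulus; plate controls were PAF-stimulated DMSO wells for no effect and unstimulated DMSO wells for full effect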
TRPM1 prom inh – MITF TRPM1 promoter inhibition in SK-MEL-5 cells; SK-MEL-5 TRPM1 promoter luciferase, 24 h; inhibition, % at 12.5 µM; 330,000 compounds, 0.83% hits;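 active means mean inhibition across replicates of 60% or more, whatever share of single replicates reaches that level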; further: values of inactives mirror those of a sister screen read the other way
C8 TRAIL sens – sensitizes caspase-8 expressing cells to TRAIL; NB7+C8 cells + TRAIL, ATPlite viability luminescence; inhibition (viability loss, TRAIL sensitization), % at 10 µM; 360,000 compounds, 1% hits; AID 624354;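 active means compounds causing at least 50% loss of cell viability in the single-dose screen, relative to plate controls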
Peg3 prom inh – reduces Peg3 promoter-driven luciferase expression in HeLa; inhibition, % at 20 µM; 360,000 compounds, 1.7% hits; HeLa PEG-Prom luciferase reporter, luminescence, overnight;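 active means inhibition of at least 50% at 20 µM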
KKLEB cytotox – CF airway cell cytotoxicity counter-screen; KKLEB CF airway cells viability, ATPlite luminescence, overnight; hits give low values; cells stimulated with P. aeruginosa culture filtrate; activity change (cytotoxicity), % at 5 µM; 360,000 compounds, 0.36% hits; AID 602141;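 active means corrected activity change at or below -50% at 5 µM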
Shn3 inh set2 – Schnurri-3 reporter inhibition in Clone20 osteoblasts | 360,000 compounds, 0.52% hits | Clone20 osteoblast Shn3 3'UTR firefly luciferase, 24 h | AID 588674 | inhibition, % at 12.5 µM;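 active means mean inhibition of at least 75% with every replicate also reaching 75%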;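 further: 0% = median of neutral control wells and 100% = pilot-screen positive control compound; some compounds past the cut are filed as inactive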
* = called active by the depositor.

For COc1ccc(S(=O)(=O)N2CCC(C)CC2)cc1OC the results were EBV LMP1 NFkB 5.1, iPSC survival up -0.2, HIF-2a inh 16.3, NR2E3 ag-1 2.3, NR2E3 ag-2 2.6, CF NFkB inh 3.3, TRPM1 prom inh 3.3, C8 TRAIL sens 18.5, Peg3 prom inh 1.9, KKLEB cytotox 1.6 and Shn3 inh set2 0.4.
Screening COc1ccccc1CNc1nc(NCc2ccc(C(C)C)cc2)c2sccc2n1 returned iPSC survival up -3.4, HIF-2a inh 7.7, NR2E3 ag-2 19.3, CF NFkB inh 28.9, C8 TRAIL sens 34.6, Peg3 prom inh 95.3*, KKLEB cytotox -15.2 and Shn3 inh set2 87.5*.
`COc1ccccc1C(=O)O/N=C(\N)c1ccccc1Cl` gave EBV LMP1 NFkB -28.2, iPSC survival up 2.8, HIF-2a inh -203.4, NR2E3 ag-1 1.4, NR2E3 ag-2 -81.9, CF NFkB inh -3.7, TRPM1 prom inh -33.4, C8 TRAIL sens 8.0, Peg3 prom inh -233.7, KKLEB cytotox 2.7 and Shn3 inh set2 -127.3.
O=C1C2C3CCC(C3)C2C(=O)N1Cc1ccccc1 (configuration not stated) was read as EBV LMP1 NFkB 0.0, iPSC survival up 1.4, HIF-2a inh 25.0, NR2E3 ag-1 -2.1, NR2E3 ag-2 -24.5, CF NFkB inh 4.4, TRPM1 prom inh -2.1, C8 TRAIL sens -7.7, Peg3 prom inh 8.6, KKLEB cytotox 1.4 and Shn3 inh set2 5.8.
`O=[N+]([O-])c1ccc(O)c(-c2nn[nH]n2)c1` gave EBV LMP1 NFkB -3.4, iPSC survival up 5.0, HIF-2a inh -56.3, NR2E3 ag-1 0.5, NR2E3 ag-2 -64.0, CF NFkB inh 5.1, TRPM1 prom inh -0.2, C8 TRAIL sens -4.0, Peg3 prom inh -68.1, KKLEB cytotox 3.9 and Shn3 inh set2 6.5.
`COc1ccccc1Nc1nc(N)nc(CSC(=S)N2CC(C)CC(C)C2)n1` (configuration not stated) gave EBV LMP1 NFkB 2.6, iPSC survival up -1.3, HIF-2a inh 17.3, NR2E3 ag-1 0.6, NR2E3 ag-2 2.0, CF NFkB inh 5.6, TRPM1 prom inh -5.2, C8 TRAIL sens -1.9, Peg3 prom inh 0.2, KKLEB cytotox -10.6 and Shn3 inh set2 6.3.
For Cn1nnc(NC(=O)c2ccco2)n1 the results were EBV LMP1 NFkB -0.7, iPSC survival up -2.1, HIF-2a inh -5.0, NR2E3 ag-1 -2.0, NR2E3 ag-2 -28.9, CF NFkB inh 1.4, TRPM1 prom inh -2.6, C8 TRAIL sens -11.9, Peg3 prom inh -22.4, KKLEB cytotox -2.2 and Shn3 inh set2 -28.2.
For O=C(CSc1nc2c(c(=O)n1-c1ccc(Cl)cc1)SCC2)Nc1ccc2c(c1)OCCO2 the results were EBV LMP1 NFkB 1.7, iPSC survival up -2.2, HIF-2a inh 24.7, NR2E3 ag-1 0.9, NR2E3 ag-2 2.4, CF NFkB inh -14.3, C8 TRAIL sens -15.8, Peg3 prom inh 27.5, KKLEB cytotox 8.3 and Shn3 inh set2 -3.4.
For CC(C)C[C@H]1CNC(=S)N1CC1CCN(CC2CCC(C(C)(C)C)CC2)CC1 (some centres not stated) the results were EBV LMP1 NFkB 18.0, iPSC survival up -4.6, HIF-2a inh -13.3, NR2E3 ag-2 4.8, CF NFkB inh 18.8, TRPM1 prom inh 31.2, C8 TRAIL sens 13.1, Peg3 prom inh 36.5, KKLEB cytotox -3.4 and Shn3 inh set2 93.1*.
`CCn1c(CNC(=O)c2ccc(Cl)cc2)nnc1SCC(=O)N1CCOCC1` gave EBV LMP1 NFkB 0.6, iPSC survival up -0.4, HIF-2a inh 5.8, NR2E3 ag-1 -2.3, NR2E3 ag-2 1.2, CF NFkB inh 3.9, TRPM1 prom inh 2.6, C8 TRAIL sens 3.9, Peg3 prom inh 1.2, KKLEB cytotox 23.7 and Shn3 inh set2 4.7.
Cn1c(Sc2ccccc2Cl)c(C=O)c2ccccc21 was read as EBV LMP1 NFkB 0.9, iPSC survival up 1.3, HIF-2a inh 31.1, NR2E3 ag-1 9.3, NR2E3 ag-2 -22.9, CF NFkB inh 27.4, TRPM1 prom inh 3.3, C8 TRAIL sens -2.9, Peg3 prom inh 18.1, KKLEB cytotox -5.4 and Shn3 inh set2 8.2.
Screening CCCCC1CCC(C(=O)Nc2ccc(N3CCOCC3)cc2N2CCOCC2)CC1 (configuration not stated) returned EBV LMP1 NFkB -15.7, iPSC survival up 3.0, HIF-2a inh 10.3, NR2E3 ag-1 -4.0, NR2E3 ag-2 -6.4, CF NFkB inh 18.5, TRPM1 prom inh 19.2, C8 TRAIL sens 10.2, Peg3 prom inh 13.4, KKLEB cytotox -1.7 and Shn3 inh set2 -27.7.
Cc1ccc(/C=N/NC(=O)c2nnn(-c3nonc3N)c2-c2cccs2)cc1 was read as iPSC survival up 0.2, HIF-2a inh -59.8, NR2E3 ag-1 -0.2, NR2E3 ag-2 3.7, CF NFkB inh -13.7, TRPM1 prom inh -9.5, C8 TRAIL sens 34.6, Peg3 prom inh -42.8, KKLEB cytotox -8.5 and Shn3 inh set2 3.4.
`CCCS(=O)(=O)NCc1cn2c(C)csc2n1` gave EBV LMP1 NFkB -9.3, iPSC survival up -1.6, HIF-2a inh -133.3, NR2E3 ag-1 6.0, NR2E3 ag-2 -56.1, CF NFkB inh -8.3, TRPM1 prom inh -27.2, C8 TRAIL sens -1.0, Peg3 prom inh -97.7, KKLEB cytotox -9.1 and Shn3 inh set2 -47.5.
For CSc1ccc(C2Nc3cccc4cccc(c34)N2)cc1 the results were EBV LMP1 NFkB -18.1, iPSC survival up -0.7, HIF-2a inh 4.2, NR2E3 ag-1 -1.5, NR2E3 ag-2 11.4, CF NFkB inh -15.9, TRPM1 prom inh 5.4, C8 TRAIL sens -4.2, Peg3 prom inh -19.6, KKLEB cytotox 3.2 and Shn3 inh set2 21.4.
Screening CCc1nnc(NC(=O)CSc2nnc(COc3ccccc3)n2Cc2ccccc2)s1 returned EBV LMP1 NFkB 3.7, iPSC survival up 2.2, HIF-2a inh 23.8, NR2E3 ag-1 2.5, NR2E3 ag-2 -9.4, CF NFkB inh -0.2, TRPM1 prom inh -1.6, C8 TRAIL sens -10.0, Peg3 prom inh 7.2, KKLEB cytotox -4.4 and Shn3 inh set2 -1.0.
O=C(OC(C(=O)Nc1ccc(Cl)cc1C(F)(F)F)c1ccccc1)C1=COCCO1 (configuration not stated) was read as EBV LMP1 NFkB 4.0, iPSC survival up 2.1, HIF-2a inh 15.7, NR2E3 ag-1 0.2, NR2E3 ag-2 0.9, CF NFkB inh 10.8, TRPM1 prom inh -3.7, C8 TRAIL sens -11.5, Peg3 prom inh 11.7, KKLEB cytotox -21.2 and Shn3 inh set2 -42.3.
`S=C(NCCCn1ccnc1)NC1CCCCC1` gave EBV LMP1 NFkB -8.0, iPSC survival up 2.3, HIF-2a inh 9.0, NR2E3 ag-1 -0.1, NR2E3 ag-2 13.4, CF NFkB inh -10.7, TRPM1 prom inh -5.6, C8 TRAIL sens -12.5, Peg3 prom inh 1.3, KKLEB cytotox -1.1 and Shn3 inh set2 7.5.
Cc1ccc(NC(=O)Nc2nnc(-c3ccccc3)o2)cc1 was read as EBV LMP1 NFkB -11.8, iPSC survival up -0.3, HIF-2a inh -150.7, NR2E3 ag-1 -2.4, NR2E3 ag-2 -57.2, CF NFkB inh -5.1, TRPM1 prom inh -46.5, C8 TRAIL sens 5.6, Peg3 prom inh -147.3, KKLEB cytotox -3.0 and Shn3 inh set2 -35.2.
For CCOc1ccc(OCCn2c(SCC(=O)O)nc3ccccc32)cc1 the results were EBV LMP1 NFkB 1.2, iPSC survival up 0.9, HIF-2a inh 7.5, NR2E3 ag-1 3.4, NR2E3 ag-2 -9.6, CF NFkB inh -5.6, TRPM1 prom inh 0.8, C8 TRAIL sens 3.6, Peg3 prom inh 6.1, KKLEB cytotox -18.9 and Shn3 inh set2 7.0.
Cc1nc2nc(C)c(CCC(=O)N3CCN(c4ccccc4)CC3)c(C)n2n1 was read as EBV LMP1 NFkB 19.6, iPSC survival up -0.4, HIF-2a inh 6.1, NR2E3 ag-1 0.7, NR2E3 ag-2 -31.4, CF NFkB inh -2.8, TRPM1 prom inh 2.7, C8 TRAIL sens -8.2, Peg3 prom inh 2.5, KKLEB cytotox 5.5 and Shn3 inh set2 -15.8.
For CC(=O)c1ccccc1OCCOc1ncnc2sccc12 the results were EBV LMP1 NFkB 1.5, iPSC survival up -0.2, HIF-2a inh -61.5, NR2E3 ag-1 -4.5, NR2E3 ag-2 -25.3, CF NFkB inh -14.3, TRPM1 prom inh -23.4, C8 TRAIL sens 5.1, Peg3 prom inh -44.0, KKLEB cytotox -13.2 and Shn3 inh set2 -11.4.
Screening Cc1ccc(Cn2ccc(NC(=O)c3c(-c4ccccc4Cl)noc3C)n2)cc1 returned EBV LMP1 NFkB -9.7, iPSC survival up -6.7, HIF-2a inh 18.6, NR2E3 ag-1 3.2, NR2E3 ag-2 -14.7, CF NFkB inh -1.2, TRPM1 prom inh 15.5, C8 TRAIL sens -1.7, Peg3 prom inh 17.7, KKLEB cytotox -8.8 and Shn3 inh set2 8.9.
CCCCCCSc1ccc(-c2nc3ccc(Cl)cn3c2NC2CCCCC2)cc1 was read as EBV LMP1 NFkB -6.5, iPSC survival up 4.4, HIF-2a inh 1.4, NR2E3 ag-2 -13.0, CF NFkB inh 18.2, TRPM1 prom inh 1.8, C8 TRAIL sens 22.1, Peg3 prom inh 11.0, KKLEB cytotox 2.0 and Shn3 inh set2 1.5.
`COCc1cc(C)nc(SCC(=O)Nc2ccccc2N2CCOCC2)c1C#N` gave EBV LMP1 NFkB 4.6, iPSC survival up 0.6, HIF-2a inh -2.4, NR2E3 ag-1 5.1, NR2E3 ag-2 6.4, CF NFkB inh 6.4, TRPM1 prom inh -4.5, C8 TRAIL sens -5.5, Peg3 prom inh 12.5, KKLEB cytotox -13.2 and Shn3 inh set2 9.5.
Screening O=c1c2c(-c3ccccc3)csc2nc2c3ccccc3c(NCCN3CCOCC3)nn12 returned EBV LMP1 NFkB -46.0, iPSC survival up -1.2, HIF-2a inh -100.6, NR2E3 ag-2 15.2, CF NFkB inh -18.0, TRPM1 prom inh 5.6, C8 TRAIL sens 72.4*, Peg3 prom inh 107.8*, KKLEB cytotox -9.6 and Shn3 inh set2 -9.5.
`Cc1ccccc1CSCC(=O)NC(=O)NC(C)(C)C` gave EBV LMP1 NFkB -7.5, iPSC survival up 1.3, HIF-2a inh -6.7, NR2E3 ag-1 1.2, NR2E3 ag-2 0.8, CF NFkB inh 4.4, TRPM1 prom inh -15.9, C8 TRAIL sens 3.8, Peg3 prom inh -6.4, KKLEB cytotox -4.6 and Shn3 inh set2 8.5.

This is a subset (hit frequency here may not be typical).
